# HttQ103 aggreg – mutant huntingtin aggregation inhibition; PC12 HttQ103-GFP aggregates, Acumen cytometry, 40 h; hit rate 1.1% among 220,000; Potency, µM (doses to about 46.1 µM), for the others: at the highest dose activity change, negative = inhibition, usual class: inhibitors; AID 1688; note: % is set by controls: 0 for no effect and ±100 for the full control effect; nearly all actives have a fitted effect of over 60% in size
#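 Aggregate formation scored by laser-scanning cytometer (488 excitation, 500–530 emission) in lysed PC12 cells expressing Q103-GFP after 100 nM tebufenozide induction; library tested in dose series, with ATPLite reagent added in the multiplex.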
# HTT cytoprotect – cytoprotection in Huntington HTT-Q103 PC12 cell model | PC12 HTT-Q103 induced, cytoprotection, ATP luminescence, 40 h | Potency, µM (series often up to 56.4 µM), inactives show cytoprotection (ATP increase), usual class: activators | hit rate 0.14% among 230,000;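 note: % of control where 0% means no effect; nearly all actives have a fitted effect of over 45% in size; toxic huntingtin expression switched on by the ecdysone agonist tebufenozide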
#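 Compounds were screened for protection of PC12 cells against cell death after tebufenozide induction (100 nM final) of mutant Huntingtin exon 1 (Q103) fused to GFP.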
# ALDH1A1 block – blocks purified human ALDH1A1 activity; Purified ALDH1A1, NADH fluorescence, propionaldehyde substrate; hit rate 7.3% among 220,000; AID 1030; Potency, µM (titrated, usually from 75.3 µM), for the others: at the highest dose activity, negative = inhibition, most hits filed as inhibitors; P00352; active = well fitted inhibition curve with a large enough effect, not every such curve was filed as active; inconclusive = small, poorly fitted or top-dose-only effect, or another doubt; inactive = no such curve, though single readings can be large or run the other way;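 note: plate controls were no enzyme wells and a reference inhibitor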
# Target sequence (P00352 whole entry, looked up): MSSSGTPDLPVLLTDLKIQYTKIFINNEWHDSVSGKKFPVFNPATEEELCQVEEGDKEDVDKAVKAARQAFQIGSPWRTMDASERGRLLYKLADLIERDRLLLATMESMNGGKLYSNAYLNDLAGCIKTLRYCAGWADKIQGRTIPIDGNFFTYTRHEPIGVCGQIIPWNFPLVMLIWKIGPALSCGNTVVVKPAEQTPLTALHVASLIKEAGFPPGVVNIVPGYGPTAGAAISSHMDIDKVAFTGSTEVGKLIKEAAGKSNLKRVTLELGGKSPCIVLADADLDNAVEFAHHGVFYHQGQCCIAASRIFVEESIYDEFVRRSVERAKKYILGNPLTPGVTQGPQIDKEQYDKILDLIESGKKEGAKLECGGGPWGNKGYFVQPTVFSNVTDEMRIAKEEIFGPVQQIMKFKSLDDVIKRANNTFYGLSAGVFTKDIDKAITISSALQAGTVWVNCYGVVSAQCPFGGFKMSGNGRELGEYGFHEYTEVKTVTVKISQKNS
# SMN2 splice up – SMN2 splice variant enhancement. Potency, µM (top dose mostly 46.1 µM), for inactives: top-dose activity change, positive = activation, actives largely listed as activators. HEK293 SMN2-luciferase splicing reporter, luminescence, 30-36 h. hit rate 2.8% among 210,000; note: % of control where 0% means no effect; nearly all actives have a fitted effect of over 55% in size
#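 HEK293 cells carry an SMN2 minigene-luciferase reporter in which exon 7 inclusion puts luciferase in frame. Cells were seeded at 2000 cells/well, attached for 10-12 hours, then exposed to compounds for 30-36 hours at 37C before ONE-Glo luminescence.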
# Tau fibril ThT – tau fibrillization inhibition (ThT binding). P10636. recombinant tau K18 P301L, heparin-induced fibrillization, ThT fluorescence. Potency, µM (doses to about 57.4 µM), without a hit: at the top dose activity, negative = inhibition, usual class: inhibitors. hit rate 2.1% among 270,000. AID 1460; note: % is set by controls: 0 for no effect and ±100 for the full control effect; nearly all actives have a fitted effect of over 55% in size
# Target sequence (P10636 561-689 P618L limits assumed): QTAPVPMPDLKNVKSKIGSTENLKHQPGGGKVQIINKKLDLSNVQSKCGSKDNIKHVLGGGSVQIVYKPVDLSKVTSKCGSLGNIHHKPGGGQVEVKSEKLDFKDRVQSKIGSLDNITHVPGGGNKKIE
#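 Heparin-induced (20 uM) aggregation of recombinant human K18 P301L tau, 15 uM unlabeled with 0.24 uM labeled, pH 7 acetate buffer, 6 hr at 37 C with compound. Fibrils quantified by 30 uM ThT fluorescence after 1 hr ambient incubation.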
# KDM4E inh – inhibitors of human JMJD2E histone demethylase | JMJD2E catalytic domain, FDH-coupled NADH fluorescence (FDH is formaldehyde dehydrogenase) | hit rate 1.6% among 230,000 | AID 2147 | B2RXH2 | Potency, µM (titrated, usually from 57.1 µM), for the others: at the top dose activity change, negative = inhibition, actives largely listed as inhibitors; active = well fitted inhibition curve with a large enough effect, not every such curve was filed as active; inconclusive = small, poorly fitted or top-dose-only effect, or another doubt; inactive = no such curve, though single readings can be large or run the other way;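 note: 0% = wells with enzyme and -100% = buffer wells without enzyme; nearly all actives have a fitted effect of over 50% in size; many of its hits are not listed in these tables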
# Target sequence (B2RXH2 1-337 limits assumed): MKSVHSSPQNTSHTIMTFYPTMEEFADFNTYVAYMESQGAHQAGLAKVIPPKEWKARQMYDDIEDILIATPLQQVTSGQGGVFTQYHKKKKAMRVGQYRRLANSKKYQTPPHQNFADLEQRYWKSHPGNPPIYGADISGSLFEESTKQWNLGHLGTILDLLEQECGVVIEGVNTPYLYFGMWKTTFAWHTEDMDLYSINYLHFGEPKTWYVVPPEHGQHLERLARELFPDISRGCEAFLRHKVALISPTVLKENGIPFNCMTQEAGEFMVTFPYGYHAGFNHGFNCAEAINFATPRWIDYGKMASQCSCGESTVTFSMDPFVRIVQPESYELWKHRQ
# Tau fluor counter – counter-screen for tau fibril formation inhibitors; Potency, µM (doses to about 57.7 µM), without a hit: at the top dose activity change, negative = decrease; tau K18 P301L Alexa594 fluorescence, heparin fibrillization; hit rate 0.93% among 280,000; note: % is set by controls: 0 for no effect and ±100 for the full control effect; nearly all actives have a fitted effect of over 55% in size
#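 Human tau K18 P301L (15 uM unlabeled, 0.24 uM Alexa 594-labeled) in 100 mM sodium acetate pH 7 with 20 uM heparin, 6 hr at 37 C. ThT 30 uM added, 1 hr ambient; Alexa 594 FP and total fluorescence read at 555/632 nm.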
# Tau FP inhib – inhibitors of human tau fibril formation | P10636 | K18 P301L tau heparin fibrillization, Alexa594 FP, 6 h | hit rate 0.39% among 280,000 | Potency, µM (doses to about 57.7 µM), inactives show at the highest dose activity, negative = inhibition, actives largely listed as inhibitors | AID 1468; note: % is set by controls: 0 for no effect and ±100 for the full control effect; nearly all actives have a fitted effect of over 55% in size
#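 FP of Alexa 594-tau after heparin (20 uM) induction. Substrate: human K18 P301L, 15 uM unlabeled, 0.24 uM labeled. Buffer 100 mM sodium acetate pH 7. 6 hr, 37 C.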
# An asterisk follows results filed as active; ? = inconclusive; . = no result given; [ ] = dose if it differs, or a comment. Unless noted, calls come from the whole dose curve; as a rule, active = well fitted curve in the direction sought with a large enough effect; inconclusive = small, poorly fitted or top-dose-only effect, or another doubt; inactive = no such curve, though single readings can be large; an effect the other way counts as inactive or inconclusive. Potency is the fitted concentration of half-maximal effect.
# Screens in order – HttQ103 aggreg | HTT cytoprotect | ALDH1A1 block | SMN2 splice up | Tau fibril ThT | KDM4E inh | Tau fluor counter | Tau FP inhib
> Cc1ccc(C(=O)CC2(O)C(=O)N(C)c3ccccc32)o1 (stereo unspecified)
    -8.6% | -8.3% | 25.1µM* | -10.3% | -11.4% | 1.3% | -12.4% | -1.9%
> O=[N+]([O-])c1cccc(S(=O)(=O)Nc2ccc(Cc3ccncc3)cc2)c1
    0.8%[9.22 µM] | -2.3%[10 µM] | . | . | -1.9% | -3.3% | -24.3% | 0.1%
> COc1ccc(CNC(=O)c2noc3c2CCCCC3)cc1
    16.7% | -11.8% | -13.3% | -11.5% | -12.5% | 2.4% | -4.0% | -2.0%
> O=C(COC(=O)CNC(=O)c1ccc2c(c1)OCO2)Nc1ncc(Cl)cc1Cl
    11.1% | -3.7%[10 µM] | 4.7% | 4.3% | -0.6% | ? | -0.8% | 2.0%
> COc1ccc(Cn2c(C3CCCCC3)nc3c(c(=O)c4ccccc4n3C)c2=O)cc1
    7.0%[9.22 µM] | -15.6%[10 µM] | . | . | -13.9% | 3.9% | -9.8% | -5.3%
> COC(=O)C1=C(CN2CCSCC2)NC(=O)NC1c1cc(C)ccc1C (stereo unspecified)
    -4.7% | 1.0%[10 µM] | 13.2% | 8.8% | -4.7% | 10.9% | -0.3% | 8.6%
> COc1cc(/C=N/NC(N)=O)ccc1OCC(=O)N1C(C)CCCC1C (stereo unspecified)
    3.1% | -28.8% | -2.7% | 20.6% | -1.6% | 6.9% | 2.6% | -5.7%
> N#Cc1cc(-c2ccccc2)cnc1Sc1ccc(Cl)cc1
    -15.5% | -31.8% | ? | 0.8% | 0.1% | ? | -15.6% | -3.5%
> C=C1C2CC[C@@]3(C)C(c4ccoc4)OC(=O)C[C@@]13OC1CC(=O)C(C)(C)C(CC(=O)OC)[C@]12C (stereo partly specified)
    . | 2.0% | 0.3% | -1.6% | -8.8% | 2.5% | -10.7% | -6.2%
> O=C(/C=C/c1ccccc1Cl)N1CCCN(C(=O)/C=C/c2ccccc2Cl)CC1
    1.8% | -9.4%[10 µM] | 7.0% | 5.4% | ? | -3.0% | -16.0% | 10.0%
> COc1cc(CNc2ccc(N3CCOCC3)cc2)cc(Br)c1OC
    -0.1% | 5.8% | ? | -10.4% | ? | -12.4% | -18.2% | 0.8%
> C=CCNC(=O)CN1C(=O)C2C3c4ccccc4C(c4ccccc43)C2C1=O (stereo unspecified)
    -2.3% | -49.0%[inhibitor] | 5.1% | 7.5% | -6.2% | -2.3% | -4.4% | -4.6%
> CC1CC(C)CN(C2CCN(Cc3cccnc3)CC2)C1 (stereo unspecified)
    3.0% | 15.9% | -16.0% | 9.5% | -4.3% | ? | -0.9% | 7.3%
> CCN1C(=O)c2cccc3c(S(=O)(=O)NCCCN4CCOCC4)ccc1c23
    -10.2% | -1.5% | ? | 12.5% | -1.4% | ? | -0.5% | -2.1%
> O=C(O)c1ccc(N2CC3CC(C2)c2cccc(=O)n2C3)c(NS(=O)(=O)c2cccc(C(F)(F)F)c2)c1 (stereo unspecified)
    -0.5% | -13.2% | 3.6% | . | -3.4% | 0.2% | -6.4% | -7.0%
> O=C(c1ccco1)N1N=C(c2ccc(Cl)cc2)CC1(O)C(F)(F)F (stereo unspecified)
    -31.1% | 7.6% | ? | 2.1% | -2.7% | 97.9%[activator] | 5.9% | 8.5%
> CCOC(=O)N1CCN(C(c2ccccc2)c2sc3nc(C)nn3c2O)CC1 (stereo unspecified)
    -10.0% | 5.1%[10 µM] | 3.3% | ? | -1.1% | 3.0% | -0.6% | -7.2%
> Cc1ccc(-c2nnc(NC3CCCCC3)c3ccccc23)cc1S(=O)(=O)N1CCN(C)CC1
    -20.3% | -85.8%[inhibitor] | ? | 0.8% | -14.7% | -6.3% | -11.8% | 4.0%
> COCCNC(=O)CCCn1c(=O)c2cc(OC)c(OC)cc2n(CC(=O)NCCC2=CCCCC2)c1=O
    10.3% | -38.0%[inhibitor] | ? | -6.8% | 5.4% | ? | 0.0% | -0.1%
> CC(OC(=O)C12CC3CC(CC(O)(C3)C1)C2)C(N)=O (stereo unspecified)
    12.0% | 2.4% | 15.5% | -15.7% | 3.6% | -5.4% | 1.0% | 1.1%
> CC(C(=O)NCC1CCCO1)c1ccc([N+](=O)[O-])cc1 (stereo unspecified)
    7.1% | -1.6% | 5.8% | 7.5% | -9.8% | 7.3% | -9.6% | -7.3%
> COC(=O)C1=C(Nc2ccccc2NC(=O)CCCC(=O)O)CSC1
    -7.2%[9.22 µM] | -8.3%[10 µM] | . | . | . | -6.7% | 5.3% | -3.2%
> CCNC(=O)CC1SC(=Nc2ccc(C)cc2)N(CC)C1=O (stereo unspecified)
    -9.2% | 5.1% | 10.3% | -9.4% | -8.8% | -0.9% | -0.4% | -3.3%
> O=C(CO/N=C/c1cccc([N+](=O)[O-])c1)NC1CCCCC1
    -1.4% | 31.8%[10 µM] | 4.9% | -11.5% | -5.5% | 5.2% | -9.7% | -2.6%
> Cc1cc2c(cc(C(=O)N3CCC(C(=O)N4CCCC4)CC3)n2Cc2c(F)cccc2Cl)o1
    -11.6% | 13.7% | ? | -29.8% | ? | -29.0% | -3.7% | -1.5%
> CCN(CC(=O)Nc1ccc2c(c1)OCCO2)Cc1cc(=O)n2ccsc2n1
    25.2% | -29.0% | 20µM* | 2.1% | -5.1% | ? | -1.4% | 6.1%
> O=C(CSc1nc(-c2ccccc2)c(-c2ccccc2)o1)N1CCOCC1
    -8.0% | -16.4% | ? | -39.8%[inhibitor] | -17.9% | 62.3% | -19.9% | 4.2%
> CCSc1nc2ccccc2c(=O)n1CCc1ccc(OC)c(OC)c1
    -29.6%[9.22 µM] | 0.1%[10 µM] | . | . | ? | -0.8% | -8.4% | -0.6%
> CC(=O)Nc1cc(Cl)ccc1OS(=O)(=O)c1ccc(C)cc1
    -1.8% | 29.6%[10 µM] | -0.5% | -15.3% | 6.9% | -10.3% | 7.2% | -0.7%
> O=C(CCCC(=O)OCC(=O)c1cccs1)Nc1ccc(Oc2ccccc2)cc1
    14.9% | -61.9%[inhibitor] | ? | 5.3% | ? | 3.2% | ? | -7.8%
> Nc1ccccc1OCCOCCOCCOc1ccccc1N
    -9.5% | -11.1%[0.074 µM] | 4.9% | 81.3% | -8.5% | -1.1% | -11.6% | 11.0%
> C=CCNC(=O)c1c(Cl)cnn1-c1ccc(C)cc1
    -9.4%[9.22 µM] | 6.0%[10 µM] | -11.8% | . | -7.6% | -2.8% | 1.1% | -2.8%
> CC(Sc1nc(=O)cc(N)n1CCc1ccccc1)C(=O)NCc1ccccc1 (stereo unspecified)
    12.4% | . | 3.1% | 17.3% | 10.9% | -4.0% | 11.0% | 9.2%
> CC(C)(C)c1ccc(C(=O)Nc2cc(-c3nc4ccccc4o3)ccc2Cl)cc1
    . | . | . | -3.6% | 6.8% | . | -2.7% | -8.7%
> CCOC(=O)N1CCC(Nc2c(NCCCN(CC)CC)c(=O)c2=O)CC1
    -3.6% | -3.6% | 8.6% | -11.9% | 1.9% | 9.5% | -2.4% | 1.3%
> CCn1cc([N+](=O)[O-])c(C(=O)Nc2c(C)nn(Cc3cccc(F)c3)c2C)n1
    8.7% | . | -0.5% | 4.6% | -3.3% | 2.5% | -6.1% | 0.0%
> COc1cccc2cc(C(=O)N3CCN(c4ncccn4)CC3)c(=O)oc12
    1.1% | -3.8%[10 µM] | ? | 7.9% | -10.2% | -15.8% | -5.8% | -5.0%
> CCOC(=O)c1nnn(-c2nonc2N)c1CS(=O)(=O)c1ccccc1
    16.0% | -2.4% | ? | 0.4% | 9.9% | 4.8% | 2.7% | 1.7%
> Cc1noc(C)c1S(=O)(=O)N(CC(=O)Nc1ccc2c(c1)OCCO2)c1ccc(C(C)C)cc1
    -34.4% | -16.4% | ? | -4.6% | -1.6% | 1.8% | ? | 1.5%
> CCCCS(=O)(=O)NC1=NCN(CCO)CN1
    -8.0% | 4.4%[10 µM] | -0.8% | -6.0% | -6.7% | 9.4% | -8.4% | -3.9%
> N/C(=N\OC(=O)COc1ccc([N+](=O)[O-])cc1)c1ccncc1
    -0.5% | . | 7.9% | -2.3% | -15.7% | 6.1% | -5.6% | 0.4%
> O=C(Cc1ccc(Cl)cc1)N/N=C/c1ccccc1
    11.6%[9.22 µM] | 22.0%[10 µM] | 1.3% | . | -4.3% | 11.2% | -5.5% | -12.5%[2.34 µM]
> COc1ccc(C)cc1NC(=S)N1CCN(c2ncccn2)CC1
    9.3% | -14.7% | 2.1% | 3.3% | -4.6% | -13.6% | -8.4% | -7.7%
> CCc1nnc(NC(=O)CSc2nnc(COc3ccccc3C)o2)s1
    3.5% | 2.3% | -1.4% | 7.6% | ? | -1.3% | -3.1% | 7.6%
> Cc1ccc(NC(=O)[C@H](Cc2ccccc2)N2Cc3ccccc3C2=O)cc1
    . | . | . | -3.0% | -10.6% | . | -8.5% | -2.8%
> COc1ccc(S(=O)(=O)N2CCC(c3nc4ccccc4s3)CC2)cc1OC
    . | . | . | 10.3% | 3.0% | . | -0.1% | 1.8%
> S=C(Nc1ccccc1Cl)N(CCN1CCCCC1)Cc1ccco1
    -11.4% | . | ? | -9.1% | -2.1% | 7.3% | -2.1% | 6.6%
> COc1ccc(S(=O)(=O)N2Cc3ccccc3CC2C(=O)Nc2ccc3c(c2)OCO3)cc1 (stereo unspecified)
    1.5% | -37.6% | ? | 25.9% | -14.1% | 1.9% | -28.4% | 2.9%
> CCSc1nnc([C@@H](NC(=O)OC(C)(C)C)C(C)C)o1
    1.2%[9.22 µM] | 7.1%[10 µM] | . | . | 1.1% | 0.1% | 2.5% | 1.4%
> Cc1nn(-c2ccccc2)c2c1/C(=N/O)CC(C)(C)C2
    -20.4% | -22.6%[0.074 µM] | -3.6% | -3.3% | -2.9% | 2.0% | -5.1% | 3.7%
> COc1ccc(N=C2S/C(=C\c3ccc(OC(C)C(=O)O)c(OC)c3)C(=O)N2CCc2c[nH]c3ccccc23)cc1 (stereo unspecified)
    -8.1%[9.22 µM] | -1.0%[10 µM] | 14.1µM* | . | 28.2µM* | -7.6% | ? | -2.1%

# From PubChem

# Only part of the results is shown; rates above refer to the full screens.
